Bioassay records as filed in PubChem BioAssay.
BAZ2B inh: inhibitors of human BAZ2B bromodomain; 360,000 compounds, 4.4% hits; Potency, µM (doses to about 114 µM), inactives show at the top dose activity change, negative = inhibition, hits mostly inhibitors; AID 504333; Q9UIF8; AlphaScreen BAZ2B-H3K14Ac peptide displacement; also: potency is read from the fitted curve at half-maximal effect; % is scaled to controls: 0 for no effect and ±100 for the full control effect; nearly all actives have a fitted effect of over 60% in size
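In this displacement format the biotinylated H3(5-23) peptide acetylated at Lys14 serves as ligand at 50 nM, with BAZ2B at 50 nM in PBS pH 7.4 containing 0.01% Tween-20. Donor and acceptor beads are 10 ug/mL final.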
HP1b binding inh: inhibitors of HP1-beta chromodomain binding to methylated histone tails; P83916; AlphaScreen HP1-beta / biotin-H3K9me3 peptide binding; Potency, µM (highest dose often 114 µM), for inactives: at the highest dose activity change, negative = inhibition, usual class: inhibitors; 390,000 compounds, 0.56% hits; AID 540317; also: potency is read from the fitted curve at half-maximal effect; nearly all actives have a fitted effect of over 70% in size; inactives centre near 23
Target sequence (P83916 whole entry, looked up): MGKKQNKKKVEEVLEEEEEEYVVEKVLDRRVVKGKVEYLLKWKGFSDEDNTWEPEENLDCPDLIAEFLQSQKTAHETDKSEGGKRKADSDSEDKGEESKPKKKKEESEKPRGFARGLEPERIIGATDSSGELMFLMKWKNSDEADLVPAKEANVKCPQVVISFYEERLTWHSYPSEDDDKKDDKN
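HP1-beta protein (50 nM final) preincubated 30 min at room temperature with biotinylated H3(1-18)K9me3 peptide (50 nM) in PBS pH 7.4, 0.01% Tween-20, then compound added for 30 min. AlphaScreen streptavidin donor/nickel chelate acceptor beads (10 ug/mL final), 30 min dark, luminescence read.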
G9a inh: G9a (human) methyltransferase inhibition | Potency, µM (doses to about 102 µM), for the others: at the top dose activity, negative = inhibition, actives largely listed as inhibitors | G9a H3K9 monomethylation, AlphaScreen, 2 h | 350,000 compounds, 8.8% hits; also: potency is read from the fitted curve at half-maximal effect; % is scaled to controls: 0 for no effect and ±100 for the full control effect; nearly all actives have a fitted effect of over 75% in size
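Enzyme 20 nM + cpd, 15 min RT; add b-H3K9 pep 500 nM / SAM 20 uM; 2 h RT; anti-H3K9me1 Ab 0.5 ug/mL + SA donor / anti-rabbit acceptor beads 20 ug/mL each, 10 min; AlphaScreen read.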
ERG Ets-DNA blk: ERG Ets/DNA interaction inhibition | fluorescence polarization, His-ERG Ets domain / labelled DNA | 370,000 compounds, 0.028% hits | Potency, µM (doses to about 76.9 µM), without a hit: at the top dose FP activity, negative = inhibition, hits mostly inhibitors | AID 624246 | P11308; active = well fitted inhibition curve with a large enough effect in the polarisation, with a control signal flat; inconclusive = small, poorly fitted or top-dose-only effect, or effect the other way, or a change in a side signal; inactive = no such curve, though single readings can be large or run the other way; the % refers to the polarisation;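 also: polarization taken with two DNA probes labelled with fluorescein and Texas red; potency is read from the fitted curve at half-maximal effect; % of control where 0% means no effect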
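His-tagged ERG Ets domain (1 uM in the protein solution; 300mM KCl, 50mM Tris-HCl, 1mM EDTA, 1mM DTT, pH 7.5) received compound, then a probe mix of 5 nM fluorescein-DNA and 100nM Texas-615-DNA. Fluorescence polarization was read for both dyes.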
12-LOX inh: ALOX12 (human) lipoxygenase inhibition | Potency, µM (top dose mostly 108 µM), for inactives: at the highest dose activity change, negative = inhibition, most hits filed as inhibitors | purified 12hLO, xylenol orange hydroperoxide absorbance | 580,000 compounds, 1.1% hits | P18054; also: potency is read from the fitted curve at half-maximal effect; % is scaled to controls: 0 for no effect and ±100 for the full control effect
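Hydroperoxide product was detected by ferrous iron/xylenol orange as the 573 to 405 nm absorbance ratio. Arachidonic acid at 40 uM (final) was turned over for 30 min at room temperature by 150 nM human 12hLO, pH 7.0 Hepes buffer, after 15 min compound preincubation.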
PI4K2A inh: PI4K2A (human) kinase inhibition; Q9BTU6; purified PI4K2A, ADP-Glo luminescence, 1 h; stronger effect = lower value; activity change, negative = inhibition, % at 76.9 µM; 420,000 compounds, 0.13% hits; AID 1346378; in the data active = activity change below about -50%; inconclusive = mostly about -30% to -49%;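 also: -100% = wells without enzyme as full effect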
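PI4K2A activity was measured by ADP-Glo luminescence: enzyme (4 ug/mL stock) and phosphatidylinositol (1.2 mM stock) in Tris pH 7.5/MgCl2/EGTA/Triton X-100 buffer were reacted with ATP (300 microM stock) for one hour at ambient temperature.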
GLS inhibitor: blocks human kidney-isoform glutaminase activity. O94925. GLS enzymatic activity, qHTS titration. Potency, µM (doses to about 45.5 µM), for the others: top-dose activity change, negative = inhibition, hits mostly inhibitors. 410,000 compounds, 0.21% hits; also: potency is read from the fitted curve at half-maximal effect; % is scaled to controls: 0 for no effect and ±100 for the full control effect
Target sequence (O94925 whole entry, looked up, canonical isoform): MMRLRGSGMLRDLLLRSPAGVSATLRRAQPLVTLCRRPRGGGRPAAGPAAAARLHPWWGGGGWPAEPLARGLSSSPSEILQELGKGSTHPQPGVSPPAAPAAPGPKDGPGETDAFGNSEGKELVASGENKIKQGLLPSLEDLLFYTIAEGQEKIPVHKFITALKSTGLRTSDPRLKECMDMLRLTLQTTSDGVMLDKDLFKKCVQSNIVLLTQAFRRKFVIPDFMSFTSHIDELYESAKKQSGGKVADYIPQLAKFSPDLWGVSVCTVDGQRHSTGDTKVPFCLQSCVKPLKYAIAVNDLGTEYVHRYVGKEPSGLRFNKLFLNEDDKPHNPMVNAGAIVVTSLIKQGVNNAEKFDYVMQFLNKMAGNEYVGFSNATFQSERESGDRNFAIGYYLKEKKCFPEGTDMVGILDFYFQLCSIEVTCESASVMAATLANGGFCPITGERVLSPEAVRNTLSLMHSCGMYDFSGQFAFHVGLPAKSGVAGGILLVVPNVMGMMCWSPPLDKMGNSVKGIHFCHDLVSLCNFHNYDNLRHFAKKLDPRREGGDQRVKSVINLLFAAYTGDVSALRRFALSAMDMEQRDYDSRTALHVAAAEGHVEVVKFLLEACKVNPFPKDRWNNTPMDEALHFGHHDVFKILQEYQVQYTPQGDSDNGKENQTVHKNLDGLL
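Compounds were pin-transferred onto hKGA, after which L-glutamine (1 mM solution) and a detection mix of glutamate oxidase, HRP and Amplex Red were added. Initial and 30 min RT fluorescence reads were collected.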
RGS4 inhibitor: human RGS4 inhibition; Transcreener GDP fluorescence polarization, RGS4-accelerated GTP hydrolysis; Potency, µM (series often up to 114 µM), for inactives: top-dose activity change, negative = inhibition, actives largely listed as inhibitors; P49798; 390,000 compounds, 0.039% hits; also: potency is read from the fitted curve at half-maximal effect; % is scaled to controls: 0 for no effect and ±100 for the full control effect; nearly all actives have a fitted effect of over 75% in size; some results filed as inactive show a strong effect at the top dose
Target sequence (P49798 whole entry, looked up): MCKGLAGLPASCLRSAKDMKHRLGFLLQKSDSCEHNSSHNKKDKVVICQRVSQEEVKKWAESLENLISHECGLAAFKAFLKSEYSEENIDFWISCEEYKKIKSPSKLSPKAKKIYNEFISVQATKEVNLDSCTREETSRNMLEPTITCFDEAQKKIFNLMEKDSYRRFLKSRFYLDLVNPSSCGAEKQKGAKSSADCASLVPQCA
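MLSMR compounds (23 nl, pin-transferred) preincubated 10 min at room temperature with a 500nM (2x) first reagent, then RGS4 at 900nM (2x) plus Transcreener GDP mix added; fluorescence polarization (620/688 nm) read before and after 90 min at 30 °C.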
JMJD2A Tudor inh: blocks the human JMJD2A Tudor domain; O75164; AlphaScreen JMJD2A-Tudor / H3K4me3 peptide binding; Potency, µM (doses to about 114 µM), without a hit: at the highest dose activity change, negative = inhibition, hits mostly inhibitors; 390,000 compounds, 4.4% hits; AID 504339; also: potency is read from the fitted curve at half-maximal effect; % is scaled to controls: 0 for no effect and ±100 for the full control effect; nearly all actives have a fitted effect of over 50% in size
* hit, by the source's call; i = inactive; ? = inconclusive; / = not tested or not shown; & = joins results of further samples; [ ] = remark or other dose. Unless noted, calls follow the shape of the dose curve; as a rule, active = well fitted curve in the direction sought with a large enough effect; inconclusive = small, poorly fitted or top-dose-only effect, or another doubt; inactive = no such curve, though single readings can be large; an effect the other way counts as inactive or inconclusive. An excerpt; the hit share may differ from the screen's.

SMILES	BAZ2B inh	HP1b binding inh	G9a inh	ERG Ets-DNA blk	12-LOX inh	PI4K2A inh	GLS inhibitor	RGS4 inhibitor	JMJD2A Tudor inh
O=C1OC(c2ccc([N+](=O)[O-])cc2)=N/C1=C/N1CC2CC(C1)c1cccc(=O)n1C2 (centres undefined)	-23%	17%	79µM*	0%	0%	-1	-1%	39%	1%
Cc1ccc(-n2c(/C=C/c3cccc4ccccc34)nc3ccccc3c2=O)cc1	12%	23%	20%[59 µM]	-8%	5%	3	5%	-9%	6%
Cc1ccc(Cn2nc(C(=O)Nc3ccc(Br)cc3)cc2C)cc1	-23%	48%[activator]	-9%	0%	/	-16	6%	-4%[56.9 µM]	14%
CC(=O)N(C1=NCCCS1)c1ccccc1F	-2%	25%	2%	7%	1%	7	-10%	-17%	-1%
O=C(C1CCCN(c2nnc(-n3cccc3)s2)C1)N1CCC2(CC1)OCCO2 (centres undefined)	-6%	20%	-5%[59 µM]	13%	12%	-8	0%	11%	-18%
CN1CCN(c2ccc([N+](=O)[O-])cc2Cl)CC1	-9%	31%	/	-2%	0%	5	0%	-9%	-14%
C(#CCN1CCCC1)CN1CCCC1	13%	12%	6%[0.501 µM]	8%	?	0	-1%	-7%	-16%
O=C1NC(=O)C(=Cc2cc(Cl)ccc2OCc2ccc(C(=O)O)cc2)C(=O)N1	3%	11%	32µM*	1%	10%	-22	2%	?	-12%
COc1ccc(CN2CCN(C(=O)Cc3ccccc3)CC2)c(OC)c1	56µM*	?	20µM*	0%	-19%	0	9%	12%	2µM*
COc1ccc(C2=NCC(=O)N(CC(=O)NCc3ccco3)c3sc4c(c32)CCCC4)cc1	?	?	?	/	-22%	16	1%	-24%	?
CCCOP(=O)(OCCC)C(NC(=O)c1ccccc1)=C(Cl)Cl	-4%	9%	15%[59 µM]	1%	-15%	-2	-5%	1%	-4%
COC(=O)N(C)c1ccc(C(O)(C(=O)OC)C(F)(F)F)cc1 (centres undefined)	11%	56%[activator]	4%[59 µM]	2%	0%	-1	-3%	0%	2%
O=C1/C(=C\c2ccc(Cl)cc2Cl)N2CCC1CC2	-6%	26%	?	7%	-10%	0	-2%	-17%	-3%
CCOc1cc(CN2CCN(C(=O)Cc3ccccc3)CC2)ccc1OC	56µM*	?	/	-16%	0.5µM*	1	-9%	-13%	28µM*
COc1cccc(-n2c(/C=C/c3cccc(C)c3)nc3ccccc3c2=O)c1	-3%	14%	2%[59 µM]	28µM*	?	0	-2%	14%	-15%
CCOc1ccccc1-n1c(O)c(C=NCCCN(CC)CC)c(=O)[nH]c1=O	/	44%[activator]	2%[59 µM]	0%	123%[activator]	0	4%	-1%	1%
COc1ccc2c(c1O)-c1c(OC)c(OC)cc3c1[C@H](C2)N(C)CC3	11%	24%	2%[59 µM]	7%	-23%	2	23%	-8%	2%
CCOP(=S)(OCC)Oc1ccc2c(C)c(Cl)c(=O)oc2c1	/	169%[activator]	51%[59 µM]	-4%	-3%	-4&-1	0%&-10%	17%	132%[activator]
Cc1cc(C)cc(-n2c(=O)[nH]c3ccccc3c2=O)c1	1%	50%[activator]	5%[59 µM]	9%	-24%	6	-12%	-16%	8%
COC(=O)C1=C(c2ccc(OCc3ccccc3)cc2)C[C@@H]2CC[C@H]1N2C(=O)NCc1ccc([N+](=O)[O-])cc1	/	7%	/	-13%	8%	-2	2%	15%	-27%
CCOC(=O)C1CCN(/C=C2/C(=O)NC(=S)N(c3cccc(OC)c3)C2=O)CC1	-3%	35%	22µM*	1%	-14%	-4	-8%	-19%	-9%
CCN1CCN(c2cc(N3CCCC3)c(F)cc2[N+](=O)[O-])CC1	-38%	-13%	45µM*	-16%	?	-2	-3%	-25%	-34%
O=c1oc(-c2cccc(C(F)(F)F)c2)nn1-c1ccc(C(F)(F)F)cn1	-4%	76%[activator]	/	2%	391%[activator]	0	-7%	-10%	18%
CCOP(=O)(C(NC(=O)c1ccccc1Cl)=C(Cl)Cl)c1ccccc1 (centres undefined)	-4%	34%[activator]	11%	-6%	-10%	4	-1%	22%	-22%
NC(=O)c1cn(C2CCCCC2)c2ccccc2c1=O	-9%	36%	14%	-14%	-6%	1	-5%	-3%	-1%
CC(C)OCCCNC(=O)c1c(N)n(Cc2cccs2)c2nc3ccccc3nc12	89%[activator]	70%[activator]	86%[activator]	-2%	33%	-4	-1%	4%	24%
CCc1ccc2nc(N3CCC(C(=O)N4CCC5(CC4)OCCO5)CC3)sc2c1	-19%	34%	39%[59 µM]	-5%	-3%	-1	4%	0%	-12%
O=S(=O)(c1ccc(F)cc1)N1CCCCC1c1cccnc1 (centres undefined)	-39%	27%	21%[12.7 µM]	33%[activator]	0%	3	-5%	-4%	0%
COc1ccc2c3c1O[C@H]1C(=O)CC[C@H]4[C@@H](C2)N(C)CC[C@]314	/	24%	24%[59 µM]	0%	-6%	-2	0%&-1%	16%	-34%
CN1CCc2nc(SCc3cccc(Br)c3)c(C#N)cc2C1	-11%	22%	-14%	-6%	40%[activator]	1	-6%	-32%	2%
Cc1ccsc1C(=O)C1CCCN(Cc2cnc(N3CCCC3)s2)C1 (centres undefined)	?	50%	-50%	2%	?	-4	-8%	-29%	-27%
COc1cccc(-n2c(CN3CCN(C)CC3)nc3ccc([N+](=O)[O-])cc3c2=O)c1	-33%	2%	?	/	11%	3	?	?	-17%
O=[N+]([O-])c1ccccc1CNCCc1ccc(F)cc1	50µM*	?	7.9µM*	/	?	3	20%	-9%	10µM*
COc1ccccc1N(CC(=O)NC1CCCC1)C(=O)c1cnn(C(C)C)c1	3%	54%	4%[59 µM]	-7%	0%	0	-13%	7%	13%
CCN1C(=O)C(=C2C=C(C)N(Cc3ccco3)C(C)=C2)C(=O)N(CC)C1=S	32%	77%[activator]	53%[activator]	3%	-21%	-1	0%	3%	20%
O=C1CC(=O)N(c2ccc(Cl)cc2)C(=O)N1	4%	25%	-3%[0.501 µM]	2%	?	-2	2%	-43%	-9%
CCCCCSc1cc(OC)c(CCN(C)C)cc1OC	45µM*	?	3%[59 µM]	4%	11%	1	10%	-23%	?
CN1CCCN(C(=O)COc2ccccc2Br)CC1	-1%	21%	0%	2%	-8%	-3	-2%	-20%	-5%
N=C1c2ccccc2CN1NC(=O)C1CC1	6%	40%[activator]	7%[59 µM]	10%	15%	1	8%	16%	-10%
CO[C@H]1[C@@H](OC)CC(OC2OC(CO)C(O)C(O)C2O)/C(=C\C#N)[C@@H]1O (some centres undefined)	29%	23%	-3%	2%	0%	-7	15%	-16%	-9%
c1cncc(C2CCCCN2)c1 (centres undefined)	-1%	25%	-1%	-6%	25%&-1%	3	1%	23%	-9%
O=C(N/N=C/c1c(O)n(CCc2ccc(F)cc2)c(=O)[nH]c1=O)c1ccncc1	50µM*	30%	123%[activator][59 µM]	-8%	0%	1	-3%	-9%	?
CCC(=O)Nc1ccccc1-c1nc2ccccc2n(C(CC)C(=O)Nc2cccc(Cl)c2)c1=O (centres undefined)	-4%	29%	?	-8%	0%	3	1%	-6%	2%
COc1ccc(-n2nc(C(=O)NCC(=O)N3CCC4(CC3)OCCO4)c3ccccc3c2=O)c(OC)c1	-1%	-23%	7%[12.7 µM]	-10%	?	-2	-21%	-6%	6%
O=C1NC(=O)C(CCc2ccncc2)(Cc2cccc(Cl)c2Cl)C(=O)N1c1ccc(Br)cc1 (centres undefined)	-33%	6%	?	7%	1%	-1	12%	-16%	-29%
c1ccc2nc(OCCN3CC3)ccc2c1	-20%	9%	-3%[12.7 µM]	1%	i	-1	-2%	4%	-12%
COc1ccc(-c2nc(CSCC(=O)N3CCN(c4ccc(F)cc4)CC3)c(C)o2)cc1	-25%	-24%	-49%[59 µM]	-1%	-1%	2	-1%	-2%	50µM*
COc1ccccc1/C=C1/C(=N/O)C2CCN1CC2	-2%	20%	0%[59 µM]	-8%	-1%	6	1%	-6%	-3%
c1ccc2c(c1)sc1ccccc12	/	/	-6%[2.33 µM]	/	-7%[22.9 µM]	1	1%	/	/
COC(=O)C1=C(c2ccccc2OCc2ccccc2)C[C@@H]2CC[C@H]1N2C(=O)NCc1ccc(C(C)(C)C)cc1	-3%	28%	-8%[2.33 µM]	-8%	-6%	1	5%	2%	-22%
Cc1ccc(C(O)(C(=O)NNC(=O)CN2CCN(C)CC2)c2ccc(C)cc2)cc1	-37%	17%	?	-16%	11%	2	0%	18%	-4%
C[C@]12CCC(=O)CC1CCC1C2CC[C@]2(C)C(OC(=O)CCC(=O)O)CCC12 (some centres undefined)	5%	37%	11%	8%	0%	-19	-16%	-18%	5%
CC(=O)c1cccc(OCC(=O)N2CCN(CC(=O)Nc3cccc(F)c3)CC2)c1	4%	32%	15%[12.7 µM]	-8%	190%[activator]	4	-2%	8%	-21%
